High-throughput results deposited in PubChem BioAssay by National Center for Advancing Translational Sciences (NCATS).
EPAC2 antag = blocks human EPAC2 exchange factor | Q8WZA2 | EPAC2 GEF exchange of Rap1B-BODIPY-GDP, fluorescence | Potency, µM (doses to about 114 µM), for the others: top-dose activity, negative = inhibition, hits mostly inhibitors | 360,000 compounds, 0.18% hits | AID 720708; note: % is set by controls: 0 for no effect and ±100 for the full control effect; nearly all actives have a fitted effect of over 45% in size; many of its hits are not listed in these tables
Target sequence (Q8WZA2 whole entry, looked up): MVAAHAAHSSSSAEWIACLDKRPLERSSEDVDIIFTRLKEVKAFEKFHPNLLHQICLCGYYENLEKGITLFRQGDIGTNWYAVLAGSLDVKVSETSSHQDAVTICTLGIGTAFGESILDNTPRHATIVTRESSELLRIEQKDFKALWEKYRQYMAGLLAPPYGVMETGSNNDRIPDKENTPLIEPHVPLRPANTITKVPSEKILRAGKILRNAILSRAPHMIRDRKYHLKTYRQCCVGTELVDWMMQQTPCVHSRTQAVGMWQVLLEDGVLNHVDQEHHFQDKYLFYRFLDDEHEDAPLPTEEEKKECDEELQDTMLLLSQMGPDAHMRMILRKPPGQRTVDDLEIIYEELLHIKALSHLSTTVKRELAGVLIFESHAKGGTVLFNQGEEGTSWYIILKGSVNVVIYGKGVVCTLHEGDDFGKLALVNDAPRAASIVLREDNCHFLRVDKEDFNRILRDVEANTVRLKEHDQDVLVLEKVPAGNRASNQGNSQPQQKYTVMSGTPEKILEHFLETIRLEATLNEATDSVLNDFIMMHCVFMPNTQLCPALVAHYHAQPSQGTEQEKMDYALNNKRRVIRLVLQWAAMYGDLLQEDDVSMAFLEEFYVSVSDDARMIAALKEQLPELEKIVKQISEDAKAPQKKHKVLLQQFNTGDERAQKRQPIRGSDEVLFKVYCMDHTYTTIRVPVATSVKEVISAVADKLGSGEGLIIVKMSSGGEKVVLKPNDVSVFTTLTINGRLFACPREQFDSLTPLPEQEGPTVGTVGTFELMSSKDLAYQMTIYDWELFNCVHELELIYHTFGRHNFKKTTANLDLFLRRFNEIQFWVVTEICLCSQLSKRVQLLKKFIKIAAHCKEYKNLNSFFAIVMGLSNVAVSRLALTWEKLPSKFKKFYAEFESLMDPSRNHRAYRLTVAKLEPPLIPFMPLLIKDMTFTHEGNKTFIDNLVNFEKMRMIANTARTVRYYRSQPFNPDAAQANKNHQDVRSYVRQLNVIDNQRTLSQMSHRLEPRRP
A549 viability = A549 cytotoxicity, counter-screen for Nrf2 inhibitors | A549 ARE-Fluc cells, CellTiter-Fluor viability, 18-24 h | Potency, µM (doses to about 46 µM), for inactives: top-dose activity change, negative = cytotoxicity, actives largely listed as inhibitors | 390,000 compounds, 0.16% hits; note: % is set by controls: 0 for no effect and ±100 for the full control effect
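A549 ARE-Fluc cells in 5% FBS OPTI-MEM, 5000 cells/well, rested 2 h then exposed to compounds in concentration-response for 18-24 h at 37 °C. Viability by CellTiter-Fluor fluorescence (Ex 405/Em 525) after 30 min; luciferase luminescence (BugLite, 15 min, RT) read afterwards.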
ATXN2 expr inh = ATXN2 expression inhibition; HEK-293 ATXN2-luciferase reporter, luminescence, 24 h; Potency, µM (top dose mostly 57 µM), for inactives: top-dose activity change, negative = inhibition, usual class: inhibitors; 360,000 compounds, 0.72% hits; note: % is set by controls: 0 for no effect and ±100 for the full control effect; nearly all actives have a fitted effect of over 55% in size
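qHTS (up to 57 uM final) was run with 24 h compound exposure of reporter cells at 37 °C. Each well was multiplexed: SteadyGlo luminescence measured ATXN2-luciferase expression after a fluorogenic Gly-Phe-AFC viability readout (25 uM final).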
MCF10A rereplic = induces DNA re-replication in MCF 10a normal breast cells. Potency, µM (doses to about 46.1 µM), for inactives: at the top dose activity, positive = re-replication, usual class: activators. MCF 10A DNA re-replication, Hoechst nuclear intensity, 48 h. AID 624296. 350,000 compounds, 2.9% hits; note: % of control where 0% means no effect; nearly all actives have a fitted effect of over 50% in size
Nrf2 block = inhibitors of Nrf2 signaling | 360,000 compounds, 2.1% hits | A549 ARE-Fluc reporter, luciferase luminescence, 18-24 h | Potency, µM (top dose mostly 46 µM), for inactives: at the highest dose activity change, negative = inhibition, usual class: inhibitors | AID 504444; note: % is set by controls: 0 for no effect and ±100 for the full control effect; nearly all actives have a fitted effect of over 60% in size
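A549 ARE_Fluc cells, 5000/well, 5% FBS OPTI-MEM; compounds in dose-response, 18-24 h at 37 °C/5% CO2; CellTiter-Fluor viability read (Ex 405/Em 525), then BugLite luciferase luminescence = Nrf2 activity.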
S2 tox = cell viability loss in ATXN counter-screen; S2 cells (HEK-293 line with an ATXN2-luciferase reporter) viability, CellTiter-Fluor protease fluorescence, 24 h; Potency, µM (titrated, usually from 56.7 µM), usual class: cytotoxic; 400,000 compounds, 0.49% hits; AID 651635; note: nearly all actives have a fitted effect of over 40% in size
TGFb SMAD3 inh = inhibitors of TGF-b signaling | HepG2 CAGA-GFP TGF-b/SMAD3 reporter, GFP fluorescence, 18 h; TGF-beta stimulated, 500 pg/mL final | Potency, µM (series often up to 46.1 µM), without a hit: at the top dose activity, negative = inhibition, usual class: inhibitors | 410,000 compounds, 1.2% hits; note: % is set by controls: 0 for no effect and ±100 for the full control effect; nearly all actives have a fitted effect of over 65% in size
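TGF-beta reporter screen: HEPG2 CAGA-GFP, 1% FBS, 500 pg/mL TGF-beta final, 18 h; per-cell GFP summed per well; curves fitted and categorized by class.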
HepG2 tox = kills HepG2 cells in TGF-b inhibitor counter-screen | HepG2 CAGA-GFP viability, ATP luminescence, 18 h | Potency, µM (top dose mostly 46.1 µM), without a hit: at the top dose activity change, negative = cytotoxicity, most hits filed as cytotoxic | 410,000 compounds, 0.76% hits | AID 588856; note: some results filed as inactive show a strong effect at the top dose
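CellTiter-Glo luminescence gave cytotoxicity after 18 hours at 37 degrees C. The cells were HepG2 CAGA-GFP in 1% FBS DMEM, stimulated with 500 pg/mL TGF-beta after compound addition. %Activity was normalised to no-cell wells (complete cell-killing) and DMSO (no toxicity), and curves were fitted and classified.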
Nrf2 ARE act = activators of Nrf2 (ARE) signaling; AREc32 ARE-luciferase reporter (MCF7-derived line), luminescence, 24 h; Potency, µM (doses to about 46.1 µM), for the others: at the highest dose activation, usual class: activators; 410,000 compounds, 0.31% hits; AID 624171; note: % of control where 0% means no effect; nearly all actives have a fitted effect of over 65% in size
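AREc32_Fluc, 1000 cells/well, OPTI-MEM + 5% FBS, o/n 37 deg C 5% CO2; 23 nL cpd by pin tool, 24 hr; Steady-Glo 30 min RT, luminescence.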
* = called active by the depositor; i = inactive; ? = inconclusive; / = no result given; [ ] = remark or other dose. Calls come from the whole dose curve; as a rule, active = well fitted curve in the direction sought with a large enough effect; inconclusive = small, poorly fitted or top-dose-only effect, or another doubt; inactive = no such curve, though single readings can be large; an effect the other way counts as inactive or inconclusive. Potency is the fitted concentration of half-maximal effect. An excerpt, so the mix of outcomes need not match the whole.

Each structure is followed by: EPAC2 antag | A549 viability | ATXN2 expr inh | MCF10A rereplic | Nrf2 block | S2 tox | TGFb SMAD3 inh | HepG2 tox | Nrf2 ARE act
CCOC(=O)N1CCC(N2Cc3cccc(C(=O)NCC4CCN(CC(C)C)C4)c3C2=O)CC1 (centres undefined)
  8% | -10% | -11% | 3% | 3% | i | 3% | -27% | -0.1%
O=C(CN1CCCCCC1)NCC1CCCO1 (centres undefined)
  -1% | 2% | -19% | -4% | 1% | i | 1% | -2% | -0.2%
CC(=O)Nc1ccc(NC(=O)C(NS(=O)(=O)c2ccc(Br)s2)c2ccccc2)cc1 (centres undefined)
  / | 1% | 0% | / | 10% | i | 6% | -4% | 0.2%
CCc1cccc2c(C(=O)C(NC(C)CC)c3ccccc3)c[nH]c12 (centres undefined)
  ? | ? | -14% | 15% | -10% | ? | ? | -41% | 4.4%
CN1C(=O)C(C)(C)c2cc(S(=O)(=O)N(C)Cc3ccccc3)ccc21
  -8% | -2% | -2% | 5% | 2% | ? | 0% | 9% | -0.2%
O=C(NCc1nnnn1-c1ccc(F)cc1)c1cc2ccccc2o1
  -4% | / | / | / | / | i | 0% | -1% | -0.6%
OC(c1cccc(Cl)c1)c1nc(-c2ccc(Cl)cc2)cs1 (centres undefined)
  -15% | / | -25% | / | / | i | 13µM* | 13µM* | 0.3%[9.22 µM]
CCc1cc(CNC(=O)CC2C(=O)NCCN2Cc2ccccc2C(F)(F)F)on1 (centres undefined)
  -2% | 2% | -6% | -8% | -2% | i | 3% | 6% | 0.2%
COc1ccc(C(=O)N/N=C/c2ccc3cccc(O)c3n2)cc1
  -2% | 1% | -25% | -11% | 0% | ? | -9% | -28% | 3.7%
COc1ccc(Nc2nc(CC(C)=O)ns2)cc1OC
  2% | 1% | -3% | 2% | 3% | i | 15% | -60% | 3.7%

Later entries
Each structure is followed by: EPAC2 antag | A549 viability | ATXN2 expr inh | MCF10A rereplic | Nrf2 block | S2 tox | TGFb SMAD3 inh | HepG2 tox | Nrf2 ARE act
O=C(CN1C(=O)NC2(CCc3ccccc32)C1=O)Nc1ccccc1C(F)(F)F (centres undefined)
  3% | 0% | -6% | 2% | 1% | i | 2% | 0% | 0.2%
O=C(COC(=O)c1ccc(Cl)nc1)NCCc1ccc(F)cc1
  1% | 6% | -3% | -5% | 1% | i | 0% | -4% | -0.5%
Cc1ccc(CCc2nnc(SCC(=O)Nc3cccc(Cl)c3)n2-c2ccccc2)o1
  -12% | -6% | -18% | ? | -12% | ? | -6% | -33% | 0.1%
O=C(CN1C(=O)NC2(CCCC2)C1=O)N1CCN(S(=O)(=O)c2cccc(F)c2)CC1
  0% | 2% | -2% | 12% | 6% | i | -5% | -3% | -0.2%
COc1ccc(OC)c(NC(=S)NCC(c2cccnc2)N2CCOCC2)c1 (centres undefined)
  13% | 1% | 1% | -7% | 17% | i | -1% | 4% | -0.8%
COc1ccc(S(=O)(=O)c2cn(C)c3cc(N4CCCCC4)c(F)cc3c2=O)cc1
  / | -8% | / | / | ? | / | -1% | -1% | 0.3%
CC(=O)NC1CC2CCC(C1)N2Cc1ccc(C)cc1 (centres undefined)
  4% | 10% | 2% | -2% | -14% | ? | 13% | -3% | -0.6%
O=S(=O)(CC(O)(c1ccccc1)c1ccccc1)CC(O)(c1ccccc1)c1ccccc1
  3% | -11% | -9% | -1% | ? | ? | -23% | -24% | 0.1%
O=C(NC(=S)NNC(=O)c1ccc(Cl)cc1Cl)c1cccnc1
  0% | 0% | -17% | ? | 11% | i | -4% | -23% | 3.8%
NC(=O)C1CC12c1ccccc1-c1ccccc12 (centres undefined)
  -10% | 2% | 32%[activator] | 0% | 7% | i | 0% | -2% | 3.4%

(list continues)
Each structure is followed by: EPAC2 antag | A549 viability | ATXN2 expr inh | MCF10A rereplic | Nrf2 block | S2 tox | TGFb SMAD3 inh | HepG2 tox | Nrf2 ARE act
O=C(Nc1ccccc1C(=O)Nc1nccs1)c1ccccc1
  -4% | / | -19% | / | / | i | 24% | -33% | 0.8%
COC(=O)c1ccc(COc2ccccc2/C=C(\C#N)C(=O)Nc2ccc(C)cc2)cc1
  -1% | -5% | 2% | ? | 7% | ? | 19% | -2% | 2.1%
Cc1c(CN2CCC(C)CC2)c(=O)n(-c2ccccc2)n1C
  9% | 0% | -21% | -4% | / | i | -6% | -18% | 0.4%
O=C1C=C(Nc2ccccc2)C(=O)c2ccccc21
  -8% | ? | -17% | 4% | ? | ? | 4µM* | 5µM* | 5.1%
CCOC(=O)c1c(NC(=O)Nc2ccccc2)sc(C)c1C
  -6% | -5% | 2% | 1% | 3% | i | -12% | -8% | 1.7%
Cc1ccc2c(c1)c(N=Nc1cccc(C(=O)O)c1)c(O)n2C
  -7% | 6% | 16% | ? | 18% | i | -12% | 2% | 6.4%
O=C(Nc1nccs1)C1CCN(S(=O)(=O)c2cccs2)CC1
  14% | 0% | 4% | 1% | -6% | i | -10% | 1% | -0.6%
O=[N+]([O-])c1cc(S(=O)(=O)N2CCCC2)ccc1SCCO
  -9% | 6% | 0% | -19% | 1% | i | 2% | -4% | 0.4%
CCN(CC)CCNc1nc2c(c(=O)[nH]c(=O)n2C)n1CC(O)COc1ccc(Cl)cc1Cl (centres undefined)
  3% | -9% | -7% | -8% | -5% | ? | -15% | -11% | -0.2%
COc1ccc(-c2nc3c(c4nnc(SC(C)C(=O)Nc5ccccc5)n24)COC(C)(C)C3)cc1 (centres undefined)
  0% | 1% | 12% | -2% | 9% | i | -1% | -10% | -0.3%

Next part; it opens with the 4 that closed the last part.
Each structure is followed by: EPAC2 antag | A549 viability | ATXN2 expr inh | MCF10A rereplic | Nrf2 block | S2 tox | TGFb SMAD3 inh | HepG2 tox | Nrf2 ARE act
O=C(Nc1nccs1)C1CCN(S(=O)(=O)c2cccs2)CC1
  14% | 0% | 4% | 1% | -6% | i | -10% | 1% | -0.6%
O=[N+]([O-])c1cc(S(=O)(=O)N2CCCC2)ccc1SCCO
  -9% | 6% | 0% | -19% | 1% | i | 2% | -4% | 0.4%
CCN(CC)CCNc1nc2c(c(=O)[nH]c(=O)n2C)n1CC(O)COc1ccc(Cl)cc1Cl (centres undefined)
  3% | -9% | -7% | -8% | -5% | ? | -15% | -11% | -0.2%
COc1ccc(-c2nc3c(c4nnc(SC(C)C(=O)Nc5ccccc5)n24)COC(C)(C)C3)cc1 (centres undefined)
  0% | 1% | 12% | -2% | 9% | i | -1% | -10% | -0.3%
CCN(CC(=O)Nc1c(F)cccc1F)C(=O)c1cc(S(=O)(=O)NCc2ccccc2)ccc1C
  -7% | -14% | -28% | 26% | -4% | i | 21% | -2% | -0.1%
COc1ccc(NC(=O)CCNS(=O)(=O)c2ccc3c(c2)CCN3C(=O)C2CC2)cc1Cl
  / | 0% | -12% | / | / | i | 3% | -13% | 0.3%
CN1CCN(c2nc(-c3cccs3)cs2)CC1
  -5% | 2% | 15% | 18% | 23% | i | 15% | 1% | 1.8%
Cn1cccc1C(=O)NNC(=O)COc1ccccc1Cl
  1% | -2% | 29% | 1% | 26% | i | 3% | 8% | 0.0%
Cc1ccc(OCC(=O)NCc2ccco2)cc1C
  -3% | -2% | 0% | 19% | 18% | i | -3% | -4% | 0.4%
Cc1nc(Nc2ccc3c(c2)OCCO3)c2nnn(Cc3ccccc3Cl)c2n1
  2% | ? | -24% | ? | ? | i | 17% | -7% | 0.0%
CC1=C(C(=O)OCc2ccccc2)C(c2ccccc2OS(=O)(=O)c2ccc(C)cc2)NC(=O)N1CCCC(=O)O (centres undefined)
  ? | -3% | 8% | 0% | -9% | i | -1% | -1% | -0.5%
CCOC(=O)c1c(NC(=O)CSc2ncnc3[nH]ncc23)sc2c1CCC(C)C2 (centres undefined)
  -15% | 3% | -13% | 13% | -16% | i | 0% | -18% | 0.1%
COc1ccc(C)cc1Nc1nc(N)c2ccccc2n1
  1% | 5% | 0% | 0% | 11% | i | 1% | -17% | 0.0%[9.22 µM]
Cc1ccc(SCc2nc3ncccn3c2Br)cc1
  -5% | 2% | 18% | 2% | -2% | i | 6% | -1% | ?

Going on with the list:
Each structure is followed by: EPAC2 antag | A549 viability | ATXN2 expr inh | MCF10A rereplic | Nrf2 block | S2 tox | TGFb SMAD3 inh | HepG2 tox | Nrf2 ARE act
COc1cc(C(C)=O)ccc1COc1ccc(C(=O)OCC(=O)NC2CCS(=O)(=O)C2)cc1OC (centres undefined)
  15% | 3% | 1% | 3% | 21% | i | 3% | -1% | 2.8%
N/C(=N\OC(=O)c1ccc2c(c1)OCO2)c1cccc(Br)c1
  -5% | -13% | 26% | 16% | ? | i | -5% | 9% | 7.0%
CSc1nc2c(cc1C#N)CCCCC2
  1% | 11% | -1% | 1% | -3% | i | 16% | -1% | 0.0%
COc1ccc(S(=O)(=O)N(C)C)cc1NCC(=O)Nc1cccc(C#N)c1
  0% | 4% | -5% | 4% | -4% | i | 13% | 23% | 0.3%
Cc1cccc(NC(=O)c2cc3c(C)nn(-c4ccccc4)c3s2)c1
  / | -13% | ? | / | ? | ? | ? | -8% | -0.8%
O=C(CN1Cc2ccccc2C1=O)Nc1cc(F)ccc1F
  / | 12% | / | / | 26% | / | -5% | -10% | -0.1%
COc1ccc(C2CC(=O)N(c3ccccc3)C3=C2C(=O)CCC3)cc1 (centres undefined)
  7% | -6% | ? | -7% | -7% | ? | 1% | 29% | -0.5%
c1ccc2c(c1)nc(N1CCOCC1)c1c3ccccc3[nH]c21
  2% | -9% | -14% | 3.7µM* | -12% | i | -8% | -25% | 2.6%
C=CCNCCCCOc1ccccc1-c1ccccc1
  7% | 0% | -4% | ? | 3% | i | -2% | -7% | 3.3%
Cn1c(=O)c2c(nc(Br)n2CCSc2ncccn2)n(C)c1=O
  5% | -3% | 0% | 0% | 23% | i | -5% | -21% | 0.2%
CC12CC(NC(=O)N1Cc1ccccc1)c1ccccc1O2 (centres undefined)
  3% | 0% | -1% | 3% | 13% | i | 8% | -4% | -0.9%
O=c1cc(CN2CCN(c3ccccc3)CC2)c2cc(O)c(-c3ccccc3)cc2o1
  2% | 4% | ? | ? | / | i | -11% | -84% | 3.4%
CCn1c(=O)c(C(=O)Nc2ccccc2C)c(O)c2ccccc21
  2% | -19% | 14% | 16% | -16% | i | 18% | 0% | 3.3%
